# PLCb3 inh: inhibitors of human phospholipase C beta3; Purified PLC-beta3, fluorogenic substrate, fluorescence; AID 720704; Q01970; inhibition, % at 12.2 µM; hit rate 0.18% among 370,000; in the data active = inhibition above about 11%;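 also: 0% = median of compound wells on plate and 100% = full blocker control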
# KLK7 zymogen act: proKLK7 (human) activation, primary screen; P49862; purified proKLK7, EDANS-DABCYL substrate fluorescence; 100% is mature enzyme control, 0% vehicle; activation, % at 7 µM; hit rate 0.9% among 370,000; AID 652039;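 active = activation above the mean of all tested compounds plus 3 SD, computed per campaign excluding outliers beyond control limits, cut at about 13% in these data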
# PLC-gamma1 inh: blocks human PLC-gamma1 enzyme activity; P19174; purified PLC-gamma1, fluorogenic substrate, fluorescence; inhibition, % at 12.2 µM; hit rate 0.84% among 370,000; in the data active = inhibition above about 9.5%
# NR1D1 modulator: modulators of human Rev-erb alpha DNA binding; P20393; Rev-erbα–FITC-DNA binding, fluorescence polarization, 90 min; activity, % at 10 µM; hit rate 0.79% among 370,000; AID 1259318;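 active = activity above about 14%, limit read from the data; passing the limit was not always enough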;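 also: 0% = DMSO wells with 35 nM protein and 100% = DMSO wells with 750 nM protein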
# Tn7 DDE FP: DD(E)-Tn7 binding inhibition, primary FP screen. AID 720508. inhibition, % at 8.3 µM. hit rate 0.13% among 370,000. P02675. FP displacement of FITC-Tn7 peptide from fibrin DD(E); 0% = median of compound wells per plate;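 active = inhibition above the mean of compounds falling within the control limits plus 3 SD of them, cut at about 14% in these data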;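 also: 0% = plate median of compound wells and 100% = 10 µM Aha-Tn7 peptide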
# Target sequence (P02675 whole entry, looked up): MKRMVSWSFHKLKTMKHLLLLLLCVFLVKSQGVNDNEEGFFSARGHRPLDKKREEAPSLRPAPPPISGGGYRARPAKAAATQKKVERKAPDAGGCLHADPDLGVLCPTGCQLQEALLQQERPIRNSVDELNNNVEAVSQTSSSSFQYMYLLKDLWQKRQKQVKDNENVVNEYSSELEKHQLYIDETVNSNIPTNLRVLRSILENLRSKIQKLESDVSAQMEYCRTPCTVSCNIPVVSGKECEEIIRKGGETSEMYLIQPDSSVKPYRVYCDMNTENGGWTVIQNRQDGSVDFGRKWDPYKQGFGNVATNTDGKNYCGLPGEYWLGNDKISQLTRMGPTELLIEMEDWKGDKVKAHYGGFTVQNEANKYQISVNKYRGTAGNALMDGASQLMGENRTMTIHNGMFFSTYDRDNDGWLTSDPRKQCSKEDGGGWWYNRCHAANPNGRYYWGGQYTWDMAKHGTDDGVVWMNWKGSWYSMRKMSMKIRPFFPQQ
#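 Assay system: human fibrin DD(E). Input: DD(E) 2 µM final. Medium: Tris buffer with calcium and detergent, pH 7.8. Compound dosing: single point at 8.3 µM. Timing: 10 min plus 3 h, room temperature. Technique: fluorescence polarization of the labelled Tn7 tracer. Read-out: percent inhibition. Replicates: singlicate testing.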
# ARFGAP1 inh: inhibitors of rat ARFGAP1; Q62848; Arfgap1-stimulated ARF1 GTP hydrolysis, GDP FP detection; inhibition, % at 16.5 µM; hit rate 0.26% among 360,000;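 active = inhibition above a per-plate limit, mean inhibition of low control wells plus 3 SD, cut at about 25% in these data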;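 also: 0% = DMSO wells with enzyme and 100% = wells lacking Arfgap1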
# Target sequence (Q62848 1-136 limits assumed): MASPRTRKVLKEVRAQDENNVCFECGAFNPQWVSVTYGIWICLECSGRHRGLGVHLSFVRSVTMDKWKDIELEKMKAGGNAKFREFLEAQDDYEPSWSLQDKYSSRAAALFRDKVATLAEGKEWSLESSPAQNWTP
#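 Replicates: Single well per compound | Assay system: Truncated rat Arfgap1 GAP domain | Control set: No-Arfgap1 wells (100%) versus DMSO full-reaction wells (0%) | Times: Enzyme reaction 120 min at 25 °C after 20 min preincubation | Reagent: Human ARF1(Δ1-17)-GTP substrate | Measured by: Tracer-displacement fluorescence polarization with EDTA stop, 620/688 nm | Measure: Percent inhibition of Arfgap1-stimulated GTP hydrolysis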
# Tn6 DDE FP: inhibitors of Tn6 peptide binding to human fibrin DD(E) | Fibrin DD(E) TRITC-Tn6 fluorescence polarization displacement | hit rate 0.21% among 370,000 | inhibition, % at 8.3 µM | P02675;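 active = inhibition above a per-campaign cutoff: mean of compounds within control limits plus 3 SD, cut at about 15% in these data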;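 also: 0% = median of all compound wells on the plate and 100% = blocking peptide control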
# ASAP1 inh: blocks human ASAP1-stimulated Arf1 GTP hydrolysis. GDP FP detection. inhibition, % at 16.5 µM. Q9ULH1. hit rate 0.19% among 360,000; in the data active = inhibition above about 25%;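 also: 0% = vehicle with enzyme and substrate and 100% = no enzyme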
# Target sequence (Q9ULH1 325-724 limits assumed): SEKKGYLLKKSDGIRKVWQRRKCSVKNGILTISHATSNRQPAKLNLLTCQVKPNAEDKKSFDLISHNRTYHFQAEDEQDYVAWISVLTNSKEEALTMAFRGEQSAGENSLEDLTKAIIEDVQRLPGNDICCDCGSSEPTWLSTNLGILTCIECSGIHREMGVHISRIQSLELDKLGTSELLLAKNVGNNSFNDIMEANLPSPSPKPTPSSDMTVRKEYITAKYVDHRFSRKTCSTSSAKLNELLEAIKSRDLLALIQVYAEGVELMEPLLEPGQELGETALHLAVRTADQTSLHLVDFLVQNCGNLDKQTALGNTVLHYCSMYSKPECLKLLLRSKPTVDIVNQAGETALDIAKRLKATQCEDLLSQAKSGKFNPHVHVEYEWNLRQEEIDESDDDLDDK
# HGIII-sPLA2 inh: Blocks human group III sPLA2 activity; AID 743126; hit rate 0.56% among 370,000; inhibition, % at 12.2 µM; QFRET BODIPY PC-A2 liposome hydrolysis, fluorescence; Q9NZ20;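 active = inhibition above mean plus 3 SD of compounds lying within the high and low control bounds, cut at about 19% in these data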;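 also: 0% = median of test compound wells and 100% = no enzyme DMSO wells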
# UHRF1 binding: human UHRF1 methylated DNA binding inhibitors. Q96T88. UHRF1 binding to methylated oligo, TR-FRET. inhibition, % at 4.4 µM. hit rate 0.75% among 370,000; in the data active = inhibition above about 21%;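 also: UHRF1 SRA domain binding a hemimethylated CpG hairpin DNA probe; 0% = median of test compound wells and 100% = reference inhibitor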
# An asterisk follows results filed as active.
item	PLCb3 inh	KLK7 zymogen act	PLC-gamma1 inh	NR1D1 modulator	Tn7 DDE FP	ARFGAP1 inh	Tn6 DDE FP	ASAP1 inh	HGIII-sPLA2 inh	UHRF1 binding	compound
1	-6	0.0	2	-1	-2	9	-5	2	-1	1	CCCSc1nnc(NC(=O)Nc2ccc(C)cc2)s1
2	1	-0.3	1	8	-1	6	-6	3	-6	-2	CCOC(=O)C1=C(C(=O)OCC)C2N(Cc3ccc(C#N)cc3)c3ccccc3[C@@]23C[C@@H](C(=O)OC)N(S(=O)(=O)c2ccc(C#N)cc2)C3=N1 (some centres not stated)
3	-1	0.3	-3	4	-4	-3	2	-9	-3	4	O=C(COC(=O)c1ccccc1Br)NCC1CCCCC1
4	-4	0.6	4	2	-3	1	-8	3	11	2	O=C1NC(=O)C(c2ccccc2)(c2ccccn2)N1 (configuration not stated)
5	-1	-0.6	2	-1	-5	2	-2	6	-2	-1	O=C(Nc1ccc2c(c1)CCC2)c1cnccn1
6	-2	0.0	1	3	-3	7	2	14	-4	-1	O=C(CNC(=O)C1CCCCC1)Nc1ccccc1Cl
7	-2	0.1	4	0	5	4	9	-9	-13	-1	CCn1c(Cn2nnc(-c3ccccc3)n2)nnc1SCC(=O)Nc1cccc(C(C)=O)c1
8	-4	-0.4	0	-2	2	-12	1	-6	-1	-1	COc1ccc(-n2ccnc2SCC(=O)NCc2ccco2)c(OC)c1
9	1	-0.1	1	1	1	4	5	4	-16	-3	Cc1ccc(S(=O)(=O)N2CCN(CC(=O)N/N=C/c3cc([N+](=O)[O-])ccc3Cl)CC2)cc1
10	2	-0.7	1	0	-3	6	0	-9	10	5	CCNC(=S)Nc1ccc2cn[nH]c2c1
11	-125	-0.6	-104	3	-1	0	1	21	-33	4	CCN(C(=O)COC(=O)c1ccccc1Nc1ccccc1)c1c(N)n(Cc2ccccc2)c(=O)[nH]c1=O
12	-11	0.5	-4	-4	1	5	2	4	-7	-3	CC(=O)Oc1ccc(OC(C)=O)c(SCCCCCCl)c1
13	-3	-0.4	-1	-5	3	-2	14	-4	-2	-3	O=C(NCc1ccc(F)cc1)C(=O)NCC1OCCCN1S(=O)(=O)c1cccs1 (configuration not stated)
14	1	0.7	2	-1	-12	15	-5	2	-2	3	O=C(N[C@@H]1CC[C@H](CCn2cc(-c3ccccn3)nn2)O[C@@H]1CO)c1ccncc1
15	2	-0.1	2	8	0	2	0	-10	2	3	Cc1cc(C)nc(OC(=O)c2c(Cl)cc(Cl)cc2Cl)n1
16	2	0.0	5	4	1	-4	-3	-6	6	6	CC(C)OC(=O)NCCOC(=O)Nc1ccccc1Cl
17	-8	-0.8	3	5	2	9	-3	5	1	-6	COc1ccc(Br)cc1CNC(=O)Nc1cccs1
18	5	-1.0	1	-6	-4	9	3	-16	-4	-2	Cc1cc(Cl)ccc1NC(=O)COC(=O)c1cc([N+](=O)[O-])ccc1N1CCOCC1
19	4	-0.1	7	-3	-1	-8	1	-8	-5	-2	CCOC(=O)CN(C(=O)CSc1nnc(CNc2ccc(C)cc2C)o1)c1ccccc1
20	-11	0.3	1	14	7	-3	-1	3	0	4	Cc1ccc(NC(=O)CN(C)C(=O)c2sc3cc(Cl)ccc3c2Cl)cc1
21	6	0.2	3	8	2	14	-6	-3	2	-1	O=C(Nc1ccc(NC(=O)C2CCCCC2)cn1)c1ccco1
22	2	0.2	2	-4	0	0	1	-8	-1	-1	c1ccc(COn2c(-c3ccccc3)nc3c2CCc2nonc2-3)cc1
23	0	-0.2	3	-4	-2	7	2	2	1	-1	COc1cc(C(=O)NCC(=O)OCn2nnc3ccccc3c2=O)cc(OC)c1OC
24	-1	-0.5	-1	5	6	10	4	-1	3	-3	Oc1ccc2[nH]cnc2c1CN1CCCCC1
25	2	0.2	-1	4	5	6	4	-2	19	-2	CC(C)(C)C(=O)NC(=S)Nc1cc(C(F)(F)F)ccc1N1CCOCC1
26	-60	-1.5	-48	3	-11	5	0	4	-53	-2	O=C(CSc1ncn[nH]1)N1N=C2/C(=C/c3ccccc3)CCCC2C1c1ccccc1 (configuration not stated)
27	-1	0.8	-1	-4	0	-6	2	-8	2	0	COc1ccc(C2SCC(=O)N2c2c(C)n(C)n(-c3ccccc3)c2=O)c(OC)c1 (configuration not stated)
28	0	-0.1	-4	1	-3	1	-2	-3	1	0	Cc1nc2sc(C(c3cccs3)N3CCN(Cc4ccccc4)CC3)c(O)n2n1 (configuration not stated)
29	4	0.9	0	1	8	-6	13	1	1	-2	CCOC(=O)c1cc(=O)cc(C(=O)OCC)o1
30	2	-0.3	-1	-7	-1	3	-4	12	7	3	COC(=O)c1scc(C)c1NC(=O)C(Cl)c1ccccc1 (configuration not stated)
31	-110	-30	-88	-7	-3	3	4	5	-4	-3	O=C(COC(=O)c1cc(=O)[nH]c2ccccc12)Nc1ccc(F)cc1
32	-12	-0.8	-3	-2	2	3	-8	5	-10	1	CCOc1ccccc1C(=O)N/N=C/c1coc2ccc(Cl)cc2c1=O
33	6	0.0	5	2	-2	9	3	-6	2	-3	Cc1c(/C=N\NC(=O)c2ccc([N+](=O)[O-])cc2)cnn1C
34	-36	0.2	-28	0	-1	-3	-1	10	0	3	O=C1C(Cl)=C(NCC2CCCO2)C(=O)N1Cc1ccccc1 (configuration not stated)
35	-57	-0.1	-47	3	-3	12	-13	4	-4	-8	C/C(=N\Nc1nc2ccccc2[nH]1)c1cc2ccccc2o1
36	2	-0.9	0	-1	-1	-8	-2	1	12	2	OC(CN1C2=NCCN2c2ccccc21)c1ccccc1 (configuration not stated)
37	-3	-0.7	10*	11	-2	0	-7	-5	-14	0	CCOc1cccc(CN2CCC(n3nccc3NC(=O)c3ccc4c(c3)OCO4)CC2)c1
38	4	0.0	4	-8	-10	10	-6	-1	5	3	COc1cc2c(c(NC(C)=O)c1)N(C(C)=O)CCC2
39	4	0.6	1	9	3	1	2	-8	-8	0	O=C(c1n[nH]c(=O)c2ccccc12)N1CCN(C2c3ccccc3-c3ccccc32)CC1
40	-333	8.7	-231	4	-6	4	4	7	0	-2	CC(=O)Nc1ccc2c(c1)nc1n2CCN(C(C)c2ccccc2)C1 (configuration not stated)
41	0	0.0	-1	-7	-10	-3	1	-11	-2	-2	O=S1(=O)CC(N2CCCC2)CN1CCc1ccccc1 (configuration not stated)
42	-113	-3.5	-72	-1	-2	-9	-1	-2	1	0	N=c1c(C(=O)NC2CCCCC2)cc2c(=O)n3ccccc3nc2n1Cc1ccc(F)cc1
43	5	0.4	1	1	-1	4	-1	-3	11	-2	COc1ccc(NC(C)C(=O)N/N=C/c2ccc([N+](=O)[O-])s2)cc1 (configuration not stated)
44	-9	-0.2	5	-1	-1	8	-5	-13	7	1	O=C(Nc1ccc(N2CCOCC2)cc1)c1ccc(-c2ccccc2[N+](=O)[O-])o1
45	1	-0.3	2	-3	7	-6	-3	-9	-18	-3	CCc1nnc(NS(=O)(=O)c2ccc(Nc3ccc4nonc4c3[N+](=O)[O-])cc2)s1
46	0	0.1	5	3	-6	8	-1	2	4	-2	CC(C)(C)C(=O)Nc1sc2c(c1C#N)CCC2
47	2	0.2	2	-3	-10	-8	6	6	4	2	O=C(C[n+]1ccccc1)N/N=C/c1ccc(F)cc1
48	3	-0.6	5	0	0	2	2	-15	2	-1	Cc1cn(C2C=CC(CO)O2)c(=O)[nH]c1=O (configuration not stated)
49	-6	0.2	0	3	-7	9	2	18	-25	-2	Cc1ccc(Cn2c(C(C)Nc3nc(-c4ccc(F)cc4)cs3)nc3cc(C(=O)NCCCO)ccc32)cc1 (configuration not stated)
50	1	0.0	-1	-3	-9	17	-3	10	-5	2	Cc1ccc(CCNC(=O)C2CCCN(S(=O)(=O)c3cccs3)C2)cc1 (configuration not stated)
51	2	-0.6	2	5	5	-1	-3	-11	4	3	CCCn1c(Nc2ccccc2)nc2ccccc21
52	2	0.6	-1	-2	5	3	2	10	-7	0	Cc1c(C(=O)NC(C)CCc2ccccc2)cccc1[N+](=O)[O-] (configuration not stated)
53	2	0.5	0	-1	6	12	6	-8	4	-1	COc1ccc(C(=O)NCC23C=CC(O2)C2C(=O)N(Cc4ccccc4)C(=O)C23)cc1 (configuration not stated)
54	-15	-2.3	-13	-7	1	12	-18	21	-13	-5	CCCCOc1ccc(C(=O)N/N=C/c2cn[nH]c2-c2ccc(OC)c(OC)c2)cc1
55	1	0.7	1	0	-4	21	0	1	4	-1	CN1CCN(C(=O)C(=O)c2cn(CC(=O)N3CCCCCC3)c3ccccc23)CC1
56	1	-0.1	-2	5	7	10	0	-4	-1	0	S=C(NCC1CCCO1)NC1CC1 (configuration not stated)
57	-2	-0.3	0	4	-4	-7	-1	-4	-27	1	Cc1ccc(SCC(=O)NC(=O)c2ccccc2Br)c(C)c1
58	2	-0.5	4	-2	3	-4	-8	4	1	5	COc1ccc(C(=O)N2CC3(C)CC2CC(C)(C)C3)cc1 (configuration not stated)
59	-5	-0.5	-3	-1	2	-2	0	-4	1	-4	Cc1ccc(/C([O-])=C(/C(=S)NCc2ccco2)[n+]2ccccc2)cc1[N+](=O)[O-]
60	-4	-0.5	-5	-1	4	-5	5	4	-2	-1	COc1cccc(C(=O)COC(=O)C2CC3CCCC(C2)C3=O)c1 (configuration not stated)

# Looked up by compound from above, five records:
item	PLCb3 inh	KLK7 zymogen act	PLC-gamma1 inh	NR1D1 modulator	Tn7 DDE FP	ARFGAP1 inh	Tn6 DDE FP	ASAP1 inh	HGIII-sPLA2 inh	UHRF1 binding	compound
37	-3	-0.7	10*	11	-2	0	-7	-5	-14	0	CCOc1cccc(CN2CCC(n3nccc3NC(=O)c3ccc4c(c3)OCO4)CC2)c1
34	-36	0.2	-28	0	-1	-3	-1	10	0	3	O=C1C(Cl)=C(NCC2CCCO2)C(=O)N1Cc1ccccc1 (configuration not stated)
36	2	-0.9	0	-1	-1	-8	-2	1	12	2	OC(CN1C2=NCCN2c2ccccc21)c1ccccc1 (configuration not stated)
56	1	-0.1	-2	5	7	10	0	-4	-1	0	S=C(NCC1CCCO1)NC1CC1 (configuration not stated)
40	-333	8.7	-231	4	-6	4	4	7	0	-2	CC(=O)Nc1ccc2c(c1)nc1n2CCN(C(C)c2ccccc2)C1 (configuration not stated)

# More compounds.
item	PLCb3 inh	KLK7 zymogen act	PLC-gamma1 inh	NR1D1 modulator	Tn7 DDE FP	ARFGAP1 inh	Tn6 DDE FP	ASAP1 inh	HGIII-sPLA2 inh	UHRF1 binding	compound
61	2	0.1	-1	5	-3	9	2	8	3	-1	CN(C(=O)CSc1nnc(-c2ccncc2)n1C)C1CCS(=O)(=O)C1 (configuration not stated)
62	-17	-9.7	-17	-2	7	-5	-4	-3	-12	2	Cc1cc(Nc2ccccc2)nn1C(=O)c1ccc(Br)cc1
63	-24	-0.5	-15	1	0	1	-3	-5	3	0	COc1ccc(N2Cc3cccc(C(=O)N4CCOCC4)c3C2=O)cc1
64	-2	-1.2	3	-3	4	5	0	-2	8	-2	O=C(CCC(=O)N1CCOCC1)NCc1cccc(C(F)(F)F)c1
65	-2	0.2	5	6	-3	-2	-3	-4	1	-12	COc1cc(/C=N/NC(=O)Cc2ccccc2)cc([N+](=O)[O-])c1O

# Source: PubChem BioAssay (several laboratories)

# Rows were taken by chance; 4.5% or so of the library scored in one or more.
